Screening results from PubChem BioAssay.
AI-2 QS modul: Vibrio harveyi AI-2 quorum sensing modulators, primary screen, JMH597 strain, luminescence/OD600 ratio. 300,000 tested, 0.4% active. activity change, % at 7.5 µM. Vibrio harveyi JMH597 AI-2 luminescence/OD600 ratio, 9 h; active compounds read low; strain lacks LuxN and CqsS sensors; 0 = neutral-control median; in the data active = activity change below about -75%, passing the limit was not always enough; inconclusive = no clear call, values can overlap the other calls;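 also: luminescence divided by OD600 gain over 9 h not by final OD600 alone; inactives centre near 13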
Platelet DG rel: inhibitors of platelet dense granule secretion, primary screen, cell-based, MLPCN, human platelets; AID 1663, 2009; human platelet-rich plasma, SFLLRN dense granule ATP release, luminescence; 300,000 tested, 0.22% active; inhibition, %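 (compounds screened at 7.5 µM in platelet-rich plasma)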;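 active = mean replicate score, as percent of positive control, at or above 50; inconclusive = mean below 50 but at least one replicate at or above 50; inactive = mean and every replicate below 50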
HIF act: HIF pathway transcriptional activators, primary screen, cell-based, U2OS HRE-luciferase, luminescence. U2OS HRE-luciferase reporter; normalized: DMSO 0%, desferrioxamine 100%. activation, % at 7.5 µM (by protocol). 300,000 tested, 0.32% active. AID 1910, 2009;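 active = mean activation of at least 10% of the iron chelator positive control signal, with at least half of replicates also reaching 10%; inconclusive = mean and replicate majority disagree about reaching 10%; inactive = mean and most replicates under 10%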
IEC-6 tox: cytotoxicity in IEC-6 intestinal epithelial cells, primary screen, cytotoxicity control for KLF5 inhibitor project, cell-based, luminescence; IEC-6 cytotoxicity, luminescence viability; inhibition, % at 5 µM; 290,000 tested, 0.78% active; AID 1825, 2009; in the data active = inhibition above about 22%;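 also: 0% = plate median of test compound wells and 100% = cytotoxic reference compound wells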
KLF5 inh: KLF5 expression inhibitors, primary screen, DLD-1 cells, luminescence. DLD-1 KLF5 promoter-luciferase reporter. 290,000 tested, 0.23% active. AID 1700, 2009. inhibition, % at 5 µM;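 active = inhibition above a per-plate limit of that plate's mean compound inhibition plus 3 SD, cut at about 60% in these data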;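 also: 0% = DMSO wells and 100% = LY294002 at 200 µM; higher means less KLF5 promoter-driven luciferase light; inactives centre near -14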
HSF-1 act: HSF-1 activators, primary screen, NIH3T3-HGL cells, MG132 stress, luminescence, single point. 300,000 tested, 1.7% active. activation, % at 9 µM. NIH3T3-HGL HSF-1 luciferase reporter, 8 h; 100% = twice DMSO control signal;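 active = mean replicate activation of at least 50% with a set share of replicates each reaching 50%; inconclusive = only one of those two conditions met; inactive = mean below 50% and too few replicates reaching it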;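 also: 0% = median of the neutral control wells and 100% = twice that signal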
aSyn 5UTR inh: MLPCN primary screen, SNCA 5' untranslated region; alpha-synuclein 5'UTR reporter, inhibitor activity; inhibition, % (tested at 7.5 µM); 300,000 tested, 0.82% active; AID 1813, 2009; in the data active = inhibition above about 60%; inconclusive = no clear call, values can overlap the other calls;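 also: H4 neuroglioblastoma cells stably carrying SNCA 5'UTR luciferase fusion; 0% = DMSO wells and 100% = positive control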
HSF1 inhib: HSF1 inhibitors in luciferase reporter cells, primary screen, cell-based, NIH3T3, luminescence. NIH3T3-HGL HSE-luciferase, MG132-induced, luminescence 8 h; active compounds read low. activity change, negative = inhibition, % at 7.5 µM (by protocol). 300,000 tested, 0.77% active;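 active = more than half of replicate wells show activity change below -50%, luminescence cut by over half; inconclusive = some wells, but at most half, below -50%; inactive = no replicate well below -50%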;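 also: luciferase reports HSF-1 transcriptional activity via heat shock element; 0% = median of DMSO wells and -100% = zero luminescence signal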
HDAC3 inh: HDAC3 deacetylase inhibitors, primary screen, biochemical, fluorescence, cell-free homogeneous | Histone deacetylase 3 (Homo sapiens), O15379 | recombinant HDAC3, fluorogenic peptide/trypsin coupled | inhibition, % at 8.3 µM | 320,000 tested, 0.15% active | AID 2718, 2010; in the data active = inhibition above about 26%, passing the limit was not always enough; inconclusive = no clear call, values can overlap the other calls
Target sequence (O15379 whole entry, looked up): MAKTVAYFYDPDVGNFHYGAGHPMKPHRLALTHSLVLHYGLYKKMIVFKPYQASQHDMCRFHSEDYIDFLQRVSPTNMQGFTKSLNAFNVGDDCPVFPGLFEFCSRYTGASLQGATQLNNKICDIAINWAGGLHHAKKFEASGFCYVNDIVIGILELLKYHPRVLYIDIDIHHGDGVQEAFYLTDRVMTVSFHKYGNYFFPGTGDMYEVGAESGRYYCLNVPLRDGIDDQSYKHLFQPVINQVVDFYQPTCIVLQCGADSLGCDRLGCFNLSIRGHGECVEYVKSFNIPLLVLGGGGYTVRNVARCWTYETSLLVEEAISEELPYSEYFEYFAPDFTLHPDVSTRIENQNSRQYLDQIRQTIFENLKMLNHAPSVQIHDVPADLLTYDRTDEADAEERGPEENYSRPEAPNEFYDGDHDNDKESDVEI
HSP90 refold inh: HSP90 inhibitors, primary screen, cell lysate, luminescence | Heat shock protein HSP 90 (rabbit reticulocyte lysate; luciferase refolding) | AID 1789, 2009 | 290,000 tested, 0.91% active | inhibition, % at 5.6 µM | Rabbit reticulocyte lysate, luciferase refolding luminescence, 3 h;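 active = inhibition above the screen-wide mean plus 3 SD, computed separately per campaign, cut at about 16% in these data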;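 also: 0% = DMSO wells and 100% = 60 µM geldanamycin wells; inhibitors lower the luminescence because luciferase stays unfolded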
* hit, by the source's call; ? = inconclusive; / = no result given.

1: O=C(Nc1ccccc1)C(=O)Nc1cccnc1
2: Cc1ccc(Sc2ncnc(N)c2[N+](=O)[O-])cc1
3: Cc1nnc(NC(=O)CSc2nc3ccccc3o2)s1
4: CCCCOc1ccc(/C=N/NC(=O)c2csc(C)c2C)cc1
5: COc1cccc(NC(=S)N(Cc2ccccn2)Cc2ccccc2Cl)c1
6: CC1CCN(C(=O)C(C)Sc2nc(-c3ccccc3)cc(C(F)(F)F)n2)CC1 (stereo not drawn)

| compound no. | 1 | 2 | 3 | 4 | 5 | 6 |
| --- | --- | --- | --- | --- | --- | --- |
| AI-2 QS modul | 20 | 26 | 22 | 9 | 32 | 11 |
| Platelet DG rel | 27 | 18 | -1 | -7 | -4 | -3 |
| HIF act | -0.2 | 1.2 | 0.2 | 0.2 | 1.8 | 0.1 |
| IEC-6 tox | -2 | -4 | -1 | 7 | -3 | -2 |
| KLF5 inh | -116 | -5 | 9 | -68 | -10 | -35 |
| HSF-1 act | 49 | -13 | 32 | -35 | 16 | 5 |
| aSyn 5UTR inh | -40 | -30 | -6 | 17 | -3 | 10 |
| HSF1 inhib | 17 | -5 | 14 | -17 | 7 | 1 |
| HDAC3 inh | -5 | -1 | -1 | 1 | 4 | 5 |
| HSP90 refold inh | 16* | -1 | 1 | 2 | 1 | -3 |

7: CC(C)C[C@@H](CO)N1CCN(Cc2ccccc2)CCC1=O
8: Cc1cccc(C(=O)NCC(=O)Nc2ccncc2)c1
9: COC(=O)[C@@H](NCc1cccc(CN[C@H](C(=O)OC)C(C)C)c1)C(C)C
10: CCCn1nc(NC(=O)C2CCCO2)c2cc3ccc(C)cc3nc21 (stereo not drawn)
11: COc1ccc(S(=O)(=O)N2CCCCCC2)cc1C(=O)NC1(C)CCS(=O)(=O)C1 (stereo not drawn)
12: Cc1nc2ccccc2c2c1CC(C(C)(Cl)Br)O2 (stereo not drawn)

| compound no. | 7 | 8 | 9 | 10 | 11 | 12 |
| --- | --- | --- | --- | --- | --- | --- |
| AI-2 QS modul | -3 | 17 | 45 | 22 | 19 | 7 |
| Platelet DG rel | 4 | -5 | -10 | -3 | 4 | -1 |
| HIF act | 0.4 | -0.3 | -0.5 | 0.2 | 0.1 | 0.4 |
| IEC-6 tox | 4 | / | 1 | 0 | -2 | 0 |
| KLF5 inh | -21 | / | -6 | -5 | -30 | -20 |
| HSF-1 act | -10 | 3 | 8 | -10 | -7 | 0 |
| aSyn 5UTR inh | 9 | 8 | -24 | -11 | 4 | 2 |
| HSF1 inhib | -2 | -4 | 4 | 0 | -4 | 0 |
| HDAC3 inh | 4 | / | ? | -6 | 3 | 10 |
| HSP90 refold inh | 3 | / | -6 | 1 | -1 | -5 |

13: Cc1cc(-c2ccc(C)c(S(=O)(=O)NCCCN3CCN(c4ccccc4)CC3)c2)on1
14: COc1ccccc1CNC(=O)CCCC(=O)n1ncc2cc(C)ccc21
15: Cc1ccsc1/C=C/C(=O)O
16: COC(=O)CN1C(C)=Nc2ccc(C)cc2C1c1ccccc1 (stereo not drawn)
17: Cc1c(Cl)cccc1Nc1nc(N)nc(CSc2nc3ccccc3s2)n1
18: CCn1c(SCC(=O)NC2CC2)nnc1-c1cccc(OC)c1

| compound no. | 13 | 14 | 15 | 16 | 17 | 18 |
| --- | --- | --- | --- | --- | --- | --- |
| AI-2 QS modul | 1 | 5 | 56 | 1 | 22 | -2 |
| Platelet DG rel | -1 | -3 | -3 | 2 | 10 | -8 |
| HIF act | / | 0.1 | -0.9 | -0.3 | -1.1 | 0.0 |
| IEC-6 tox | 6 | -3 | -2 | -3 | 4 | 0 |
| KLF5 inh | -26 | -27 | -13 | -23 | -4 | -13 |
| HSF-1 act | 1 | 18 | 6 | 5 | 12 | -7 |
| aSyn 5UTR inh | 18 | -5 | -11 | -9 | 14 | -1 |
| HSF1 inhib | 3 | -4 | -5 | -4 | 9 | 6 |
| HDAC3 inh | -8 | -5 | 7 | -7 | -3 | -8 |
| HSP90 refold inh | 0 | -1 | 2 | 3 | -2 | 0 |

Compound profiles, as listed above. Order of screens: AI-2 QS modul | Platelet DG rel | HIF act | IEC-6 tox | KLF5 inh | HSF-1 act | aSyn 5UTR inh | HSF1 inhib | HDAC3 inh | HSP90 refold inh
COc1ccc(S(=O)(=O)N2CCCCCC2)cc1C(=O)NC1(C)CCS(=O)(=O)C1 (stereo not drawn) is listed as 19 | 4 | 0.1 | -2 | -30 | -7 | 4 | -4 | 3 | -1
O=C(Nc1ccccc1)C(=O)Nc1cccnc1 is listed as 20 | 27 | -0.2 | -2 | -116 | 49 | -40 | 17 | -5 | 16*

Some entries already given, limited to KLF5 inh and HIF act:
item	smiles	KLF5 inh	HIF act
14	COc1ccccc1CNC(=O)CCCC(=O)n1ncc2cc(C)ccc21	-27	0.1
17	Cc1c(Cl)cccc1Nc1nc(N)nc(CSc2nc3ccccc3s2)n1	-4	-1.1
15	Cc1ccsc1/C=C/C(=O)O	-13	-0.9
16	COC(=O)CN1C(C)=Nc2ccc(C)cc2C1c1ccccc1 (stereo not drawn)	-23	-0.3
13	Cc1cc(-c2ccc(C)c(S(=O)(=O)NCCCN3CCN(c4ccccc4)CC3)c2)on1	-26	/

(continued)
19: Cc1cc(C)c(C#N)c(Sc2ccc(N)cc2)n1
20: COC(=O)c1ccccc1N=C(SC)N(C)C
21: O=C(COC(=O)CCC(=O)c1ccc(F)cc1)Nc1ccc(N2CCOCC2)cc1
22: CCn1c(=O)c2cc(S(=O)(=O)NCc3ccccc3)ccc2n(CC)c1=O
23: COc1ccc(Nc2nccc3c2ncn3C)cc1
24: O=c1cc(-c2ccccc2)c2ccc(O)c(CN3CCCCC3)c2o1

| compound no. | 19 | 20 | 21 | 22 | 23 | 24 |
| --- | --- | --- | --- | --- | --- | --- |
| AI-2 QS modul | -16 | -11 | 20 | 37 | 16 | 14 |
| Platelet DG rel | 4 | -3 | 5 | -11 | 23 | 2 |
| HIF act | 0.6 | 0.0 | 0.1 | -0.1 | -0.3 | 0.0 |
| IEC-6 tox | 2 | 10 | -2 | 2 | / | 0 |
| KLF5 inh | -40 | -19 | -3 | -27 | / | 7 |
| HSF-1 act | 10 | -9 | -6 | 1 | -4 | -11 |
| aSyn 5UTR inh | 2 | -5 | -14 | -8 | ? | 23 |
| HSF1 inhib | 9 | -5 | 2 | -1 | -5 | 0 |
| HDAC3 inh | 5 | -2 | -2 | 3 | -9 | -5 |
| HSP90 refold inh | -1 | 4 | 1 | -3 | / | -1 |

25: COc1ccccc1NC(=O)NNC(=O)c1ccc(-c2ccccc2)cc1
26: CC(=O)N1N=C(c2ccc3ccccc3c2)OC1(C)C
27: CCOCCCNC(=O)CCCn1nc(C)n2c(cc3sccc32)c1=O
28: COc1ccc(NC(=O)CN(c2cc(C)cc(C)c2)S(=O)(=O)c2c(C)noc2C)cc1
29: CCn1c(=O)c(C(=O)NCc2cccnc2)c(O)c2ccccc21

| compound no. | 25 | 26 | 27 | 28 | 29 |
| --- | --- | --- | --- | --- | --- |
| AI-2 QS modul | 23 | 3 | 12 | 14 | 19 |
| Platelet DG rel | -12 | -8 | -15 | -3 | -1 |
| HIF act | -0.1 | 1.3 | -0.1 | / | 0.4 |
| IEC-6 tox | 2 | 5 | 1 | 4 | 3 |
| KLF5 inh | -11 | 10 | -4 | -14 | -34 |
| HSF-1 act | -11 | 11 | -9 | 8 | 9 |
| aSyn 5UTR inh | -19 | -3 | 16 | 4 | -3 |
| HSF1 inhib | -12 | 1 | 1 | 3 | 2 |
| HDAC3 inh | 3 | -69 | 2 | / | 1 |
| HSP90 refold inh | -4 | 2 | -2 | 1 | -3 |
